GalR3 antagonist: human GalR3 antagonism; O60755; HEK293 GalR3-CNG cAMP membrane potential fluorescence; galR3 body fused to GalR1 C-terminus; inhibition, % at 3 µM; 360,000 tested, 0.44% active;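 active means inhibition above the screen-wide average plus 3 SD, cut at about 13% in these data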;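 further: forskolin and galanin both at EC90 stimulate the cells; cAMP rise reported by CNG channel membrane potential dye signal; 0% = forskolin plus galanin with DMSO and 100% = forskolin alone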
Target sequence (O60755 1-299 limits assumed): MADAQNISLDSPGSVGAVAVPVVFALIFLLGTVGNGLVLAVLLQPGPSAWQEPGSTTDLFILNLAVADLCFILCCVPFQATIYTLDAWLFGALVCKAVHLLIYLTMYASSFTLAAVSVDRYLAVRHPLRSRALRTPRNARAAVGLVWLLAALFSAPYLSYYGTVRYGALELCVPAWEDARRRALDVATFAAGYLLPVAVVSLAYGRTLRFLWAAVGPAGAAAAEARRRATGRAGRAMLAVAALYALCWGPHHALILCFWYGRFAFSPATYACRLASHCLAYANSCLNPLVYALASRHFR
VIM-2 inh: blocks Pseudomonas aeruginosa VIM-2 metallo-beta-lactamase; AID 1527; inhibition, % at 5.6 µM; 290,000 tested, 0.89% active; purified VIM-2, nitrocefin hydrolysis, epi-absorbance fluorescence;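 active means inhibition above the mean of all tested compounds plus 3 SD, cutoff set per screening run, cut at about 7.5% in these data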;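 further: red hydrolysis product quenches plate fluorescence so inhibitors raise well fluorescence; 0% = enzyme with DMSO and 100% = DMSO without enzyme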
IMP-1 inhibitor: blocks Pseudomonas aeruginosa IMP-1 metallo-beta-lactamase; purified IMP-1, nitrocefin hydrolysis, epi-absorbance fluorescence; inhibition, % at 5.6 µM; 290,000 tested, 0.45% active; AID 1556;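 active means inhibition above the mean plus 3 SD of all compounds in the same screening run, cut at about 4.5% in these data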;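 further: 0% = IMP-1 with DMSO and 100% = DMSO wells lacking enzyme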
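Assay system: purified recombinant IMP-1 beta-lactamase. Input: IMP-1 0.2 nM before substrate addition. Buffer or medium: Zinc- and detergent-supplemented HEPES buffer, pH 7.1. Schedule: 25 °C, 15 min preincubation, 25 min reaction. Signal: Epi-absorbance fluorescence, 480 nm excitation, 530 nm emission. Evaluation: percent inhibition from optical density relative to buffer-blank wells.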
pCIP destab: lowers stability of the mouse p/CIP coactivator protein | decrease of EGFP signal, % at 10 µM | F442A p/CIP-EGFP cells, EGFP fluorescence, 16 h | Q05BA5 | AID 1984 | 290,000 tested, 0.01% active;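 active means EGFP signal decrease of at least 30% at 10 µM or well 3 SD below plate mean, unless failing retest; inactive means the rest, including hits failing retest or dose response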; further: some compounds called inactive have numbers as strong as hits; many of its hits are not listed in these tables
SUMO HTRF inh: SUMOylation inhibition. P63279. HTRF SUMOylation assay, SAE1/SAE2 + UBC9, in vitro. inhibition, % at 35 µM. 290,000 tested, 0.36% active; in the data active means inhibition above about 50%, passing the limit was not always enough; further: strong numbers were not always called active
Target sequence (P63279 whole entry, looked up): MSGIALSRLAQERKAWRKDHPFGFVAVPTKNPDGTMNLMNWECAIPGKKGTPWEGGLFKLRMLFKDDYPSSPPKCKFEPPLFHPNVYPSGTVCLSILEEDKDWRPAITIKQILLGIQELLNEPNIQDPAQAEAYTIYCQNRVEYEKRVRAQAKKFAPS
CRFBP-R2 block: CRF-BP/CRF-R2 complex antagonism; HEK293 CRF-R2/CRF-BP, CRF-induced calcium fluorescence; AID 588475; 350,000 tested, 0.59% active; inhibition, % at 11.8 µM;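 active means inhibition of the ligand-induced calcium signal above about 50% at the single tested concentration, limit read from the data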
HCV NS3 hel inh: HCV NS3 helicase inhibition | NS3 helicase DNA unwinding, Cy5 molecular beacon fluorescence | inhibition, % at 10.9 µM | 290,000 tested, 0.56% active | AID 1800;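 active means inhibition above the mean of all tested compounds plus 3 SD, set per campaign, cut at about 35% in these data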;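 further: 0% = DMSO wells and 100% = thioflavine S control wells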
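System: Hepatitis C virus NS3 helicase domain fragment enzyme | Reagent: Annealed dual-labelled DNA beacon duplex, ATP-started | Compound dosing: 10.9 µM single point, 0.8% DMSO | Incubation: 1 h reaction at 25 °C, ATP-initiated | Technique: Cy5 fluorescence | Evaluation: Percent inhibition from t60/t0 fluorescence ratio | Benchmarks: Low DMSO, high thioflavine S at 110 µM | Replication: Singlicate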
IDE cell inh: cellular human IDE inhibition; 320,000 tested, 0.41% active; HEK cells, FAbetaB cleavage, fluorescence polarization; inhibition, % at 5.59 µM; AID 434962;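 active means percent inhibition above the average of all tested compounds plus 3 SD, set per screening campaign, cut at about 16% in these data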;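 further: IDE supplied by intact live HEK cells; FP after avidin binding of uncleaved biotin substrate so inhibition keeps polarization high; 0% = DMSO wells and 100% = 60 µM reference IDE inhibitor Ii1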
IDE cell activ: boosts human insulin-degrading enzyme activity in HEK cells | 340,000 tested, 0.073% active | activation, % at 5.96 µM | FAbeta-B cleavage, fluorescence polarization; 0% vehicle, 100% cell-free pure enzyme wells | P14735;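 active means activation above the mean of all tested compounds plus 3 SD, set per screening campaign, cut at about 17% in these data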
* = called active by the depositor; · = not tested or not shown.

SMILES	GalR3 antagonist	VIM-2 inh	IMP-1 inhibitor	pCIP destab	SUMO HTRF inh	CRFBP-R2 block	HCV NS3 hel inh	IDE cell inh	IDE cell activ
Cc1cc(C)nc(SCC(=O)Nc2ccc(S(=O)(=O)NC(C)(C)C)cc2)n1	-7	-1.8	-2.4	-10	-9	5	3	2	9
COc1ccccc1C1SCCN1S(=O)(=O)c1cccc(C(F)(F)F)c1 (stereo not drawn)	-10	-3.2	-5.4	3	-19	-16	-8	-1	5
CC12CCC(C(=O)N(NC(=O)c3ccccc3Cl)C1=O)C2(C)C (stereo not drawn)	-6	-2.1	-4.4	-1	2	5	6	2	7
CCC1Oc2ccc(C)cc2N(CC(=O)NCCCN2CCN(Cc3ccccc3)CC2)C1=O (stereo not drawn)	-5	-2.6	-4.1	9	3	-4	-12	1	0
CC(=O)c1sc2c(c1N)c(=O)[nH]c(=O)n2-c1ccccc1	-8	-0.6	-2.4	-6	23	18	-1	2	7
Cc1cc(Cl)ccc1NC(=S)NCc1ccc(Cl)cc1	-5	-0.1	0.0	-12	-13	5	2	7	3
O=C(CC(c1ccccc1)c1ccccc1)Nc1ccc(C(=O)O)cc1	-11	-0.3	-2.0	5	4	-2	20	8	2
Cc1nnc(NC(=O)c2ccc(F)c(S(=O)(=O)N3CCCCC3)c2)s1	0	-0.4	-0.7	0	10	-26	9	-3	-1
C/C(=N\Nc1cc(Cl)nc(C)n1)c1ccc(Cl)c(Cl)c1	-4	-2.1	-1.6	-4	-6	-15	2	0	1
COC(=O)CCC(=O)NNC(=O)CCC(=O)Nc1cccc(Cl)c1C	0	-0.6	-2.8	-9	3	-5	-9	2	3
CCc1cc2c(=O)c(-c3nc4ccccc4n3C)c(COCC(=O)O)oc2cc1OC(=O)C(C)(C)C	-5	-4.4	-3.4	11	4	-26	8	9	7
CCN(C(=O)CSc1nc2scc(-c3ccccc3)c2c(=O)n1C)C1CCS(=O)(=O)C1 (stereo not drawn)	-8	·	·	·	·	5	·	3	3
Cc1cc(-c2ccccc2)n2ncc(-c3ccccc3)c2n1	-4	-5.4	-3.8	10	12	-18	-3	5	-6
Cc1cccc(Cn2c(NCC(C)O)nc3c2c(=O)n(C)c(=O)n3C)c1 (stereo not drawn)	1	-4.0	-5.5	-11	-1	-11	-8	2	2
CCN(C(=O)c1cn(C)c(=O)c2ccccc12)c1ccccc1F	-9	-1.6	-3.8	-12	-5	-6	-8	5	3
O=C(NCCc1ccccc1)C(=O)c1c[nH]c2ccccc12	-10	-2.6	-4.6	-7	10	18	10	4	2
Cc1ccc(N(C)S(=O)(=O)c2ccc(C)cc2)cc1	-5	-3.5	-5.0	14	-2	13	1	4	-1
COc1ccc(N(CCCN2C(=O)c3cccc4cccc(c34)C2=O)C(=O)c2cccs2)cc1	-2	-1.9	-1.1	-5	-15	-9	7	0	-5
CC(Sc1nnnn1-c1ccccc1)C(=O)NC1CCCC1 (stereo not drawn)	-6	·	·	·	·	-10	·	-4	-2
O=C(Nc1c(C(=O)N2CCCCC2)cnn1-c1ccccc1)c1ccco1	-3	0.8	-3.3	0	-4	0	-3	1	2
CC1CCC2(CC1)OCC1(CCC3(COC4(CCC(C)CC4)OC3)C1=O)CO2 (stereo not drawn)	-8	-2.6	-2.4	3	10	5	-6	1	-1
COc1cc(OC)c(-n2c(C)cc(C=O)c2C)cc1Cl	-1	-3.6	-2.1	-4	-4	-2	-2	3	3
COc1cc(C(=O)NCc2ccccc2)cc(Br)c1OC	-4	-3.2	-2.6	-24	-4	5	0	3	0
CCC1Oc2ccc(C)cc2N(CC(=O)NCCCN2CCCCC2CC)C1=O (stereo not drawn)	-3	0.9	-5.0	-4	0	9	-7	0	-6
c1ccc(OCc2nc(-c3cccs3)no2)cc1	-6	-1.6	-0.4	-10	23	-9	7	-3	3
O=C(CSc1nnc(-c2cccs2)n1-c1ccccc1)c1ccc2c(c1)OCCO2	6	·	·	-3	1	13	·	-1	-2
COc1ccc(OC)c(S(=O)(=O)NC2CCN(Cc3ccccc3)CC2)c1	0	-1.8	-1.9	3	26	-19	-8	-4	0
COc1ccccc1CNC(=O)CCS(=O)(=O)c1ccc(Cl)cc1	-4	·	·	·	·	18	·	-7	3
COc1cccc(-n2c(SCC(=O)N3CCCCC3)nc3c([nH]c4ccccc43)c2=O)c1	-3	-3.1	-3.1	-3	0	2	2	2	-5
CCOc1ccc(C(=O)NCC(=O)NNC(=O)c2ccco2)cc1OCC	-3	·	·	·	·	-12	·	4	-4

Arranged by molar mass (low to high): part of the list above.
SMILES	GalR3 antagonist	VIM-2 inh	IMP-1 inhibitor	pCIP destab	SUMO HTRF inh	CRFBP-R2 block	HCV NS3 hel inh	IDE cell inh	IDE cell activ
CC(=O)c1sc2c(c1N)c(=O)[nH]c(=O)n2-c1ccccc1	-8	-0.6	-2.4	-6	23	18	-1	2	7
COc1cc(C(=O)NCc2ccccc2)cc(Br)c1OC	-4	-3.2	-2.6	-24	-4	5	0	3	0
O=C(Nc1c(C(=O)N2CCCCC2)cnn1-c1ccccc1)c1ccco1	-3	0.8	-3.3	0	-4	0	-3	1	2
CCN(C(=O)CSc1nc2scc(-c3ccccc3)c2c(=O)n1C)C1CCS(=O)(=O)C1 (stereo not drawn)	-8	·	·	·	·	5	·	3	3

More entries:
structure,GalR3 antagonist,VIM-2 inh,IMP-1 inhibitor,pCIP destab,SUMO HTRF inh,CRFBP-R2 block,HCV NS3 hel inh,IDE cell inh,IDE cell activ
Cc1c(NC(=O)C(C#N)=C2CCCCC2)c(=O)n(-c2ccccc2)n1C,-3,-1.7,-2.8,-5,5,9,10,6,5
CC(C)[C@H](N)c1cn([C@@H](CC(N)=O)C(=O)N2CCNCC2)nn1,-4,·,·,·,·,1,·,5,7
Cc1ccc(S(=O)(=O)n2cc(-c3ccccc3)c(N)n2)cc1,-9,-2.5,-2.9,-13,4,5,3,-1,1
Cc1ccc(C)c(-c2cc(C(=O)NNC(=S)NCC(C)C)c3ccccc3n2)c1,3,-4.3,-5.6,9,-76,11,25,5,7
CCN1CCN(C(=S)Nc2ccc(Cl)cc2Cl)CC1,-2,-4.1,-2.6,-3,2,-2,8,2,1
O=C(CSc1nnc(-c2ccco2)n1-c1ccccc1Cl)Nc1cccc(C(=O)O)c1,0,-1.0,-3.3,8,10,13,-4,4,6
CCOc1ccccc1NC(=O)c1nc(S(=O)(=O)Cc2cccc(C)c2)ncc1Cl,1,-2.4,-3.5,-30,33,33,-1,5,3
O=C(COc1ccccc1)Nc1nc2c(s1)CCCC2,-10,-0.5,-3.4,-10,-4,-12,-9,0,1
O=C(CCNC(=O)c1ccc(Br)o1)NCc1ccc(Cl)cc1,-5,-2.1,-5.8,2,-3,-17,1,3,7
O=C(NNC(=O)C1[C@H]2CCCC[C@@H]12)c1ccc(=O)oc1 (stereo partly drawn),-2,-0.3,-1.0,2,3,13,32,7,3
CCN(CC)CCn1c(NCc2cccc(OC)c2)nc2ccccc21,-3,1.5,0.2,-6,0,10,9,-4,3
COc1ccc(NS(=O)(=O)c2ccc(N3CCOCC3)c(NC(=O)c3ccc(OC)cc3)c2)cc1,-1,-3.2,-3.0,-12,4,-46,-26,5,2
O=C(COc1ccc(Br)cc1)N1CCC(c2ccccc2)C1 (stereo not drawn),-6,-0.8,-0.6,-7,6,-12,-10,-3,4
O=C(NN=C1CCCC1)c1cc(O)cc(O)c1,4,0.9,0.3,-12,12,-9,15,-1,2
Cc1c(C)n(C)c2ccc(C(=O)N3CCN(c4ccccn4)CC3)cc12,-8,1.8,-2.4,-11,8,-3,-7,0,5
CC12CCC(=O)N1C(C(=O)Nc1ccc(F)cc1)CS2 (stereo not drawn),-2,-0.3,1.6,0,17,-13,3,3,3
CC(C)[N+]1=C2C=CC=CC=C2SC12C([N+](=O)[O-])=CC(=[N+]([O-])[O-])C=C2[N+](=O)[O-] (stereo not drawn),-1,-1.2,-1.7,6,5,3,3,-1,4
CCOC(=O)c1sc2ccccc2c1NC(=O)c1coc2ccccc2c1=O,-3,-2.5,-1.0,-3,-1,-3,4,7,1
CCN1CSC(=S)N(Cc2ccc(OC)cc2)C1,1,-2.6,-2.0,8,12,0,-3,-2,-2
CCC1=C(OC(=O)N(CC)CC)N2C(=O)OC(=NCc3ccccc3)[C@]2(C)[C@H]2C1=CC[C@H]1C(=O)N(CC(=O)OC)C(=O)[C@H]12,-2,·,·,-2,-14,14,·,4,0
COC(=O)c1c(C(=O)OC)c2n(c1C)Cc1ccccc1C2,-5,2.4,-0.6,-2,20,-5,-7,8,2
C/C(=N/NC(=O)CNC(=O)c1ccncc1)c1ccco1,-4,-2.0,-0.1,-16,21,-7,-1,7,·
CC(C)COC(=O)c1cc(-c2ccc(/C=N/n3cnnc3)o2)ccc1Cl,1,1.2,-3.5,-5,0,-7,18,-2,2
O=C(CCN1C(=O)/C(=C/c2ccccc2F)SC1=S)N[C@@H](CO)Cc1ccccc1,-9,2.3,2.1,-14,·,-9,-27,-2,4
COc1ccc(NC(=S)NCCc2c(C)[nH]c3ccc(OC)cc23)cc1,2,-4.6,-4.7,7,-20,-22,-3,2,0
COCCNC(=O)c1cccc(OC2CCN(Cc3ccc(Cl)c(F)c3)CC2)c1,-3,-2.7,-2.1,-10,7,0,-10,-2,-4
COc1ccc(CNC(=O)c2ccc(N3CCCC3=O)cc2)cc1,-7,-3.3,-5.1,8,3,4,5,0,11
CCCNC(=O)COC(=O)c1[nH]c(C)c(C(=O)OCC)c1C,-6,-2.5,-4.0,-7,2,-1,1,-3,-3

Hits appear at their usual frequency, and some 3.2% of all compounds hit somewhere here.
